# TAAR1 agonist: human TAAR1 agonists, primary screen, Fluo-8 calcium fluorescence, CHO RD-HGA16 cells; Trace amine-associated receptor 1 (Homo sapiens), Q96RJ0; vehicle wells 0%, saturating PEA agonist 100%; activation, % at 3 µM; 360,000 tested, 0.99% active; AID 624467, 2012;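 active means activation above the mean activation of all test compounds in the run plus 3 SD, cut at about 38% in these data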
# Target sequence (Q96RJ0 whole entry, looked up): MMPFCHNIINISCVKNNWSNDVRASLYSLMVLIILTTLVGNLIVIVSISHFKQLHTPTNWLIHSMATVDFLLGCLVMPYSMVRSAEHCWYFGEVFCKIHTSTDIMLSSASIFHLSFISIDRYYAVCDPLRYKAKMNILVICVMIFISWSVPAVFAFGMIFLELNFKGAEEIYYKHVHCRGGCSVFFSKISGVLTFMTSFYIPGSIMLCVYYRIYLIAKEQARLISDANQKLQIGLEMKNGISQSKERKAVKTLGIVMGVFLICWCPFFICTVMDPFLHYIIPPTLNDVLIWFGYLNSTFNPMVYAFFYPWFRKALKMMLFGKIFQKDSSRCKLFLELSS
#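 Test system: RD-HGA16 (CHO) cells co-expressing Gα16 and hTAAR1 | Doses: Single dose, 3 µM | Schedule: 17-24 h seeding, 75 min 37 °C dye, 30 min RT | Evaluation: % activation from peak over basal fluorescence ratio, DMSO-to-PEA scaled | Technique: Kinetic Fluo-8 calcium fluorescence | Benchmarks: Low control DMSO, high control PEA (EC100)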
# CHO-K1 Ca antag: M1 antagonist counterscreen hit in parental CHO-K1 cells; ATP-induced calcium, Fluo-8 fluorescence; inhibition, % at 3 µM; 360,000 tested, 0.6% active; AID 602250;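 active means inhibition above a per-plate cutoff, the plate's mean sample inhibition plus 3 SD, cut at about 24% in these data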;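 further: 0% = DMSO plus EC80 ATP and 100% = DMSO alone without ATP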
# CHO-K1 Ca ag: counter-screen for M1 agonists: effect in parental CHO-K1 cells. Fluo-8 calcium fluorescence; scaled to maximal ATP response, vehicle zero. activation, % at 3 µM. 360,000 tested, 0.48% active. AID 602248, 2012; in the data active means activation above about 15%;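 further: untransfected CHO-K1 host cells lacking M1 receptor as counterscreen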
# M1 antag: human M1 muscarinic receptor antagonists, primary screen, CHO-K1 cells, Fluo-8 calcium fluorescence, 1536-well; 360,000 tested, 1.3% active; inhibition, % at 3 µM; Muscarinic acetylcholine receptor M1 (Homo sapiens), P11229; AID 588852, 2011; CHO-K1 hM1, ACh EC80 antagonist;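 active means percent inhibition above its own plate's cutoff, namely the mean of that plate's compound wells plus 3 SD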;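 further: peak over basal fluorescence ratio during 140 s after agonist addition; 0% = ACh EC80 plus DMSO and 100% = DMSO alone without agonist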
# Target sequence (P11229 whole entry, looked up): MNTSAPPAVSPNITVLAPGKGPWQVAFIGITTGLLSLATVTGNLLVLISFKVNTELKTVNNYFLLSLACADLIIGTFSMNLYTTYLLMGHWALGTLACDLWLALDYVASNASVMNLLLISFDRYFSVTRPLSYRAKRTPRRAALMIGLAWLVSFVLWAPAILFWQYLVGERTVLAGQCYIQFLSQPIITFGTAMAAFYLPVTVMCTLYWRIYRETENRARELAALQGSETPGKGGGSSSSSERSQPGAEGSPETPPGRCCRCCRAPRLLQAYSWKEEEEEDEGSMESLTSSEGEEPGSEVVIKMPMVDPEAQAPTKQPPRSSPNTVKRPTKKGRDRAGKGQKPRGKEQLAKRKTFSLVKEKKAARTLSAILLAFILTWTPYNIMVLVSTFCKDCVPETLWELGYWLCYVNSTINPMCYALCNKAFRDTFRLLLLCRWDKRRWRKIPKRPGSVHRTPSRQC
# M1 PAM parental: nonselective calcium activators in parental CHO-K1 cells, primary screen, counter-screen for M1 PAM project, cell-based, Fluo-8 calcium fluorescence, full deck, 1536-well; activation, % at 3 µM; 360,000 tested, 0.02% active; ATP EC20; 0% at ATP EC20, 100% at ATP max;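 active means activation above the run cutoff, the mean activation of all test compounds plus 3 SD, cut at about 40% in these data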;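 further: peak over basal fluorescence ratio in a 140 s read after ATP addition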
# TAAR1 antagonist: human TAAR1 antagonists, primary screen, Fluo-8 calcium fluorescence, CHO RD-HGA16 cells; antagonist; inhibition, % at 3 µM; 360,000 tested, 1.5% active; Trace amine-associated receptor 1 (Homo sapiens), Q96RJ0;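 active means inhibition above a per-plate cutoff, the mean inhibition of test compounds on that plate plus 3 SD, cut at about 49% in these data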;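 further: 0% = DMSO plus EC80 beta-PEA response and 100% = DMSO alone without agonist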
#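 Test system – hTAAR1-expressing CHO RD-HGA16 cells, Gα16-coupled · Reagent – β-PEA at EC80 concentration, post-compound challenge · Compound dosing – 3 µM, single point · Timing – 140 s kinetic read after compound, 140 s after agonist · Detection – Fluo-8 intracellular calcium dye fluorescence, real-time kinetic reads · Control set – DMSO and EC80 PEA controls · Repeats – n of 1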
# OXTR potentiate: human OXTR potentiators, primary screen, fluorescence, CHO-OTR cells, Fluo-8 calcium; Oxytocin receptor (Homo sapiens), P30559; Fluo-8 calcium fluorescence, potentiator mode; 0% = oxytocin EC15, 100% = EC100; activation, % at 3 µM; 320,000 tested, 0.061% active;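 active means activation above that plate's cutoff, the mean activation of tested compounds plus 3 SD, cut at about 6.6% in these data, passing the limit was not always enough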;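 further: 100% uses oxytocin at 75 nM as the full agonist control; some results filed as inactive read as strong as hits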
#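 Material: CHO-OTR cells, human receptor; compound dosing: single dose, 3.0 µM nominal final compound concentration; schedule: 6 min compound pre-incubation at room temperature, 100 s kinetic read; measured by: kinetic Fluo-8 calcium fluorescence; read-out basis: % activation vs EC15 and EC100 oxytocin; controls: EC15 oxytocin alone as 0%, 75 nM oxytocin as 100%; replicates: singlicate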
# CHO parental Ca: ATP-evoked calcium signal inhibitors, parental CHO, primary screen, counter-screen for OX1R antagonist project, cell-based, fluorescence, Fluo-8 calcium dye; parental CHO-K1, ATP-induced calcium, Fluo-8 fluorescence; inhibition, % at 5.6 µM; 330,000 tested, 0.63% active;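 active means inhibition above that plate's mean sample inhibition plus 3 SD, cut at about 26% in these data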;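 further: 0% = ATP-challenged DMSO wells and 100% = DMSO wells without ATP; some compounds past the cut are filed as inactive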
#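 Material: parental CHO cells / Compound: single nominal dose of 5.6 µM per compound / Signal: Fluo-8 fluorescence / Replicates: singlicate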
# M1 ag: human M1 muscarinic receptor agonists, primary screen, Fluo-8 calcium fluorescence, CHO-K1 cells, HTS | activation, % at 3 µM | 360,000 tested, 0.33% active | Muscarinic acetylcholine receptor M1 (Homo sapiens), P11229 | CHO-K1 hM1, agonist mode; 0% DMSO, 100% acetylcholine EC100;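 active means activation above the run's mean compound activation plus 3 SD, cut at about 16% in these data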;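 further: peak over basal fluorescence ratio within a 140 s kinetic read after compound addition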
# * = called active by the depositor; / = no result given.
# Start of the data: the first 2 compounds, ahead of the listing:
[1] CC(NC(=O)c1ccccc1NC(=O)c1ccco1)c1ccccc1 (stereo not given)
[2] O=C(CC1C(=O)NCCN1Cc1cccc(F)c1)NC1CCCCC1 (stereo not given)

compound no.	1	2
TAAR1 agonist	7	0
CHO-K1 Ca antag	-8	3
CHO-K1 Ca ag	1.0	0.3
M1 antag	-5	-17
M1 PAM parental	20	8
TAAR1 antagonist	-3	-7
OXTR potentiate	0	-2
CHO parental Ca	-11	-11
M1 ag	-4	-3

# The whole of this part, from the first entry:
[1] CC(NC(=O)c1ccccc1NC(=O)c1ccco1)c1ccccc1 (stereo not given)
[2] O=C(CC1C(=O)NCCN1Cc1cccc(F)c1)NC1CCCCC1 (stereo not given)
[3] CCN(CC)C(=O)c1cccc(-c2csc(C(O)c3ccc(F)c(F)c3)n2)c1 (stereo not given)
[4] O=C(NCc1ccccn1)C(=O)Nc1nc(C23CC4CC(CC(C4)C2)C3)cs1
[5] O=C(NCCCc1ccccc1)c1ccc([N+](=O)[O-])cc1Cl
[6] COc1cccc(CNC(=O)c2cc(S(=O)(=O)N3CCCC3)cn2C)c1
[7] Cc1ccc(OCCSc2nnc(-c3ccncc3)n2C)cc1
[8] Cc1ccc(NS(=O)(=O)c2cccc3cccnc23)c(Br)c1

compound no.	1	2	3	4	5	6	7	8
TAAR1 agonist	7	0	1	-1	8	3	2	1
CHO-K1 Ca antag	-8	3	12	-7	6	-5	-4	-7
CHO-K1 Ca ag	1.0	0.3	3.4	0.6	0.7	0.6	4.6	1.5
M1 antag	-5	-17	5	-7	-6	-23	-5	-3
M1 PAM parental	20	8	-15	10	2	22	23	-8
TAAR1 antagonist	-3	-7	1	42	6	-35	-10	-33
OXTR potentiate	0	-2	/	-9	-9	-2	-1	-20
CHO parental Ca	-11	-11	/	-11	-5	-10	-5	-11
M1 ag	-4	-3	3	-3	-4	-2	-7	-2

[9] NC(=O)NCc1cccs1
[10] Cc1ccc(CSCC(=O)NCc2cccnc2)cc1
[11] COC(=O)c1[nH]c2ccccc2c1NC(=O)Oc1ccccc1
[12] COc1ccc(S(=O)(=O)N(C)C[C@H]2OCCCC[C@H](C)Oc3ccc(NC(=O)Nc4ccc(F)cc4)cc3C(=O)N([C@H](C)CO)C[C@H]2C)cc1
[13] CN1CCN(/N=C/c2nc(-c3ccccc3)n3ccccc23)CC1
[14] O=C(CN(CCN1CCOCC1)C(=O)Cn1nnc(-c2ccc(F)cc2)n1)NC1CCCCC1
[15] COC(=O)c1ccccc1Oc1ccc(NC(=O)C(C)(C)CCl)cc1
[16] Cc1cc(C)cc(NC(=O)CC2NCCNC2=O)c1 (stereo not given)

compound no.	9	10	11	12	13	14	15	16
TAAR1 agonist	2	14	1	1	1	9	3	1
CHO-K1 Ca antag	7	-2	3	-21	-3	-3	-9	-6
CHO-K1 Ca ag	0.6	-0.1	0.0	0.1	-0.2	0.1	3.5	0.6
M1 antag	8	-6	-7	-16	-2	9	11	11
M1 PAM parental	2	8	-3	27	20	11	-10	22
TAAR1 antagonist	-4	-2	2	-5	13	14	8	-4
OXTR potentiate	-3	-6	-19	/	-3	-5	2	-4
CHO parental Ca	-13	-4	-6	/	-10	-16	6	-5
M1 ag	-2	-3	0	-3	-8	-4	-5	1

[17] CCOC(=O)N1CCC(NC(=O)C(NS(=O)(=O)c2ccc3c(c2)CCN3C(=O)CC)C(C)C)CC1 (stereo not given)
[18] COCc1c(C(=O)NCC(c2ccco2)N2CCCC2)oc2ccccc12 (stereo not given)
[19] CN1CCN(/N=C/c2ccc(-c3ccc([N+](=O)[O-])cc3Cl)o2)CC1
[20] CCOC(=O)c1sc2ncn(CC(=O)N(CC)CC)c(=O)c2c1C
[21] CCSc1ccccc1C(=O)N1CCCC1
[22] CCN(CC)CCNC(=O)c1ccc(NC(=O)c2cccc(S(=O)(=O)N3c4ccccc4CC3C)c2)cc1 (stereo not given)
[23] COc1cc(CN2CCNC(=O)C2CC(=O)N2CCCCO2)cc(OC)c1 (stereo not given)
[24] C=CCC[C@H](CCCCC)OC(=O)/C=C/[C@@H](O)[C@H](O)C[C@H](O)CC=C

compound no.	17	18	19	20	21	22	23	24
TAAR1 agonist	1	4	13	13	4	14	5	-2
CHO-K1 Ca antag	-18	-8	-2	-18	-17	13	1	-15
CHO-K1 Ca ag	0.8	0.2	13	2.1	-0.2	-0.3	-0.4	0.3
M1 antag	-5	-3	5	-19	-9	100*	-5	/
M1 PAM parental	17	10	12	14	12	-26	7	17
TAAR1 antagonist	-8	-22	-1	9	1	-6	-15	-17
OXTR potentiate	-2	/	-7	-5	1	-9	-7	/
CHO parental Ca	-13	/	-3	-4	-4	-9	-4	/
M1 ag	-8	-8	5	-1	-1	-6	0	/

[25] CC(=O)N(c1nc(/C=C\C(=O)O)cs1)c1ccccc1F
[26] O=C(c1cc(COc2c(F)cccc2F)on1)N1CCN(C2CCCCC2)CC1
[27] C=CCC(Nc1ccccc1)C12C=CC(O1)C(C(=O)OC)=C2C(=O)OC (stereo not given)
[28] OCCN1CCN(Cc2nc(-c3cccc(Cl)c3)no2)CC1
[29] O=C(c1cccc(F)c1)N1CCC(O)(c2cccnc2)CC1
[30] COc1ccc(CCC(=O)Nc2ccc(S(=O)(=O)N3CCOCC3)cc2)cc1OC
[31] C=CCn1c(SCC(=O)Nc2nnc(C)s2)nnc1-c1cccnc1
[32] CCC(Sc1nc2ccccc2s1)C(=O)Nc1nnc(C)s1 (stereo not given)

compound no.	25	26	27	28	29	30	31	32
TAAR1 agonist	1	5	2	4	7	6	4	7
CHO-K1 Ca antag	-13	5	-2	13	-14	-8	6	-3
CHO-K1 Ca ag	2.0	0.9	0.1	0.6	0.2	1.3	-0.1	1.6
M1 antag	-19	6	2	-3	9	-7	0	-3
M1 PAM parental	17	-13	8	-14	-3	15	-16	16
TAAR1 antagonist	-8	-20	27	3	-3	-16	14	16
OXTR potentiate	-2	-7	-11	-3	-9	/	-1	-1
CHO parental Ca	-1	4	-4	-10	0	/	9	-22
M1 ag	0	-4	-2	-7	2	0	-4	-4

# A few values from the results shown.
# TAAR1 agonist with no. 27 reads 2
# CHO parental Ca with no. 26 reads 4
# TAAR1 antagonist with no. 30 reads -16

# Some entries already given, reduced to CHO-K1 Ca ag, OXTR potentiate and TAAR1 agonist.
cpd | SMILES | CHO-K1 Ca ag | OXTR potentiate | TAAR1 agonist
30 | COc1ccc(CCC(=O)Nc2ccc(S(=O)(=O)N3CCOCC3)cc2)cc1OC | 1.3 | / | 6
31 | C=CCn1c(SCC(=O)Nc2nnc(C)s2)nnc1-c1cccnc1 | -0.1 | -1 | 4
32 | CCC(Sc1nc2ccccc2s1)C(=O)Nc1nnc(C)s1 (stereo not given) | 1.6 | -1 | 7

# Next part
[33] CC(=O)c1cccc(NC(=O)C2CC(=O)N(C3CCCC3)C2)c1 (stereo not given)
[34] CC(C)N(C(=O)c1sc2cc([N+](=O)[O-])ccc2c1Cl)C(C)C
[35] CN(C)S(=O)(=O)c1ccc(NC(=O)COc2ncnc3c2cnn3-c2ccccc2)cc1
[36] O=C(O)CCCNCc1ccccc1F
[37] Cc1ccc(S(=O)(=O)N2CCC(C(=O)N[C@H](C(=O)NCC3CCCO3)C(C)C)CC2)cc1 (stereo not given in full)
[38] CCCCCCC(=O)NC(Nc1ccc(S(N)(=O)=O)cc1)C(Cl)(Cl)Cl (stereo not given)
[39] Cc1ccc(/C=C/C(=O)OCC(=O)Nc2cccnc2Cl)cc1
[40] COc1ccc2nc(SCC(=O)Nc3cc(OC)c(OC)cc3C(=O)O)c(C)cc2c1

compound no.	33	34	35	36	37	38	39	40
TAAR1 agonist	2	0	2	5	7	7	-1	0
CHO-K1 Ca antag	-16	-3	-3	-20	-12	-12	-13	-1
CHO-K1 Ca ag	0.8	0.2	1.0	0.7	0.1	0.5	1.2	0.0
M1 antag	-9	-3	-7	-12	-7	-2	-6	7
M1 PAM parental	25	3	18	15	12	2	11	-8
TAAR1 antagonist	-2	6	1	-8	2	0	-17	-22
OXTR potentiate	5	-7	-2	/	-11	8	1	-17
CHO parental Ca	-18	9	-7	/	-28	-16	-14	-9
M1 ag	1	-5	-11	-4	-5	-4	-3	0

[41] COc1cc(SC)ccc1C(=O)OCc1nc2ccsc2c(=O)[nH]1
[42] Cc1nn(CC(=O)NCCc2ccccc2)c(=O)c2cccn12
[43] COCc1nnc(NC(=O)CCS(=O)(=O)c2ccccc2)s1
[44] O=C(CN1C(=O)c2ccccc2C1=O)NN1C(=O)c2ccccc2C1=O
[45] CCOc1ccc(S(=O)(=O)NCCC(=O)NCC(c2ccc(F)cc2)N2CCOCC2)cc1 (stereo not given)
[46] CCSc1nnc(Cn2c(=O)sc3ccccc32)n1C
[47] O=C1[C@H]2[C@@H](C3CC3)N3C(=O)CN(CC4CC4)C(=O)[C@@]3(Cc3ccccc3)[C@H]2C(=O)N1c1ccccc1

compound no.	41	42	43	44	45	46	47
TAAR1 agonist	5	0	-2	14	-1	2	0
CHO-K1 Ca antag	11	-10	-7	4	-12	-7	-13
CHO-K1 Ca ag	2.3	-0.2	1.0	3.9	0.1	0.2	0.8
M1 antag	3	-2	-11	1	-18	-4	-14
M1 PAM parental	-20	-8	3	17	18	18	4
TAAR1 antagonist	19	6	3	17	-17	-7	20
OXTR potentiate	4	1	1	-1	-2	-7	9
CHO parental Ca	-21	-3	5	-1	-22	-6	-19
M1 ag	-5	-1	-3	0	-5	-2	-2
